Pf growth 96h – P. falciparum growth inhibition at 96 hour, primary screen for plastid delayed-death inhibitors | Potency, µM (highest dose often 28.7 µM), for inactives: at the highest dose activity change, negative = inhibition, most hits filed as inhibitors | actives 6.9% (n = 320,000) | P. falciparum luciferase reporter growth, 96 h
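96 h incubation, 37 C, 5% CO2, of luciferase-reporter P. falciparum-infected RBCs (2% hematocrit, 0.05% parasitemia final) with test compounds; endpoint luminescence.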
HCV inh – inhibitors of hepatitis C virus infection. Huh7.5.1 HCVcc-Cre infection, luciferase reporter, 44 h. Potency, µM (titrated, usually from 41.8 µM), for inactives: at the top dose activity change, negative = inhibition, hits mostly inhibitors. actives 3.4% (n = 340,000)
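1,000 cells/well; 4 h culture; + compound; + HCVcc-Cre (~0.5 moi); 44 h; luciferase substrate, RT 15 min; read 15 sec.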
LmPK inh – inhibitors of Leishmania mexicana pyruvate kinase; Q27686; purified LmPK, Kinase-Glo ATP luminescence, 1 h; Potency, µM (highest dose often 57.5 µM), for inactives: top-dose activity change, negative = inhibition, most hits filed as inhibitors; actives 0.37% (n = 290,000); AID 1721
Target sequence (Q27686 whole entry, looked up): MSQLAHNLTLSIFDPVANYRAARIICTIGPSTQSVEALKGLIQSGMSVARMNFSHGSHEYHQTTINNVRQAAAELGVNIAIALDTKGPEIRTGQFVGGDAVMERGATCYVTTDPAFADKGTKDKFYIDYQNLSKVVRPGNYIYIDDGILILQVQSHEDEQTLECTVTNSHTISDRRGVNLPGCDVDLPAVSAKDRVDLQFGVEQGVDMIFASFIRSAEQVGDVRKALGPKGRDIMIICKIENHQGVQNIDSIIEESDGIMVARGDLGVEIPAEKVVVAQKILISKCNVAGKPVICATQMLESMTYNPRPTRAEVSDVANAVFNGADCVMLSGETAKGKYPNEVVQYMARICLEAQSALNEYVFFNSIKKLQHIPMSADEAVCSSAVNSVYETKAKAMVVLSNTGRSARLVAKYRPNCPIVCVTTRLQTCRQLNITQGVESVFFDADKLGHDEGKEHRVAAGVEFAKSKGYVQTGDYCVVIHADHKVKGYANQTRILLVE
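Screened at intermediate enzyme activity to detect both inhibitors and activators: LmPK at 0.1 nM, with a 0.5 nM enzyme column as activation reference. PEP 0.5 mM, ADP 0.1 mM; ATP detected by luminescence after 1 h.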
Sm TGR block – S. mansoni TGR enzyme inhibition. Q962Y6. purified TGR, DTNB reduction, TNB absorbance 405 nm. Potency, µM (series often up to 114 µM), inactives show at the top dose activity change, negative = inhibition, actives largely listed as inhibitors. actives 3% (n = 360,000). AID 485364; note: nearly all actives have a fitted effect of over 60% in size
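First, TGR (20 nM dispensed) and NADPH were mixed with compound. Second, a 15 min room-temperature incubation followed. Third, further NADPH and then DTNB were added to start the reaction. Finally, TNB absorbance was monitored kinetically.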
Tb PYK inh – blocks Trypanosoma brucei pyruvate kinase; Q57TT1; TbPYK enzyme, Kinase-Glo Plus ATP luminescence, 45 min; Potency, µM (highest dose often 76.8 µM), inactives show top-dose activity, negative = inhibition, actives largely listed as inhibitors; actives 0.12% (n = 410,000); note: nearly all actives have a fitted effect of over 50% in size
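ADP (130 uM final) triggers the TbPYK reaction after compound addition; incubation is 45 min at room temperature. Kinase-Glo Plus is then added and luminescence imaged. Normalized data are fitted to concentration-effect curves.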
Pf growth 48h – P. falciparum growth inhibition at 48 hours (one generation) | P. falciparum luciferase growth in erythrocytes, 48 h | Potency, µM (highest dose often 28.7 µM), inactives show top-dose activity change, negative = inhibition, most hits filed as inhibitors | actives 5.9% (n = 310,000)
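Luminescence readout; reporter = integrated firefly luciferase in P. falciparum. RBC culture at 2% hematocrit, 0.1% parasitemia final, 37 C/5% CO2; decreased signal taken as growth inhibition.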
Numbers without * were called inactive; ? = inconclusive; . = no result given; [ ] = remark or other dose. Calls come from the whole dose curve; as a rule, active = well fitted curve in the direction sought with a large enough effect; inconclusive = small, poorly fitted or top-dose-only effect, or another doubt; inactive = no such curve, though single readings can be large; an effect the other way counts as inactive or inconclusive. % is set by controls: 0 for no effect and ±100 for the full control effect; potency is the fitted concentration of half-maximal effect.

SMILES	Pf growth 96h	HCV inh	LmPK inh	Sm TGR block	Tb PYK inh	Pf growth 48h
O=C1S/C(=C\c2ccc(N3CCOCC3)o2)C(=O)N1c1ccccc1	55%	32µM*	3%	?	28µM*	-16%
CC(C)OC(=O)c1cc(-c2ccc(C=O)o2)ccc1Cl	15µM*	8%	2%	?	8%	31%
Cc1cccc2cc(C(c3nnnn3Cc3ccccc3)N3CCN(C)CC3)c(=O)[nH]c12 (configuration not stated)	?	10%	0%	5%	-1%	-25%
Cc1cc2nc(-c3cccc(NC(=O)c4ccc(Br)o4)c3)oc2cc1C	.	?	-3%	-2%	1%	44%[activator]
COc1ccc(-n2c(=S)[nH]c3[nH]ncc3c2=O)cc1	85%[activator]	2%	-13%	16%	?	29%
CCN(CC(=O)Nc1c(F)cccc1F)C(=O)Cc1csc(-c2ccc(OC)c(OC)c2)n1	-5%	-10%	.	7%	1%	0%
O=C(NCc1ccco1)C(c1ccco1)N(Cc1cccs1)C(=O)Cn1nnc2ccccc21 (configuration not stated)	-11%	18%	6%	?	-12%	?
C[C@H](NC(=O)OC(C)(C)C)C(=O)NCC1CCC(C(=O)O)CC1 (some centres not stated)	-21%	4%	-5%	12%	0%	?
Cc1cccc2cc(C(c3nnnn3Cc3ccc4c(c3)OCO4)N3CCCC3)c(=O)[nH]c12 (configuration not stated)	?	-15%	7%	11µM*	-12%	7.4µM*
COc1ccc(Nc2cc(C)nc3c(C)cccc23)cc1OC	13%	0%	1%	16%	-1%	?
Cc1ccc(/C=C2/Sc3ccccc3N(CC(=O)NCCCOC(C)C)C2=O)cc1	13%	?	1%	3%	-7%	-16%
Cc1onc(-c2c(Cl)cccc2Cl)c1C(=O)Nn1cnnc1	34%	5%	1%	-8%	0%	8%
CCn1c(NC(=O)C(C)C)c(-c2cccs2)c(=O)c2ccccc21	16%	16%	-2%	4%	-5%	?
CCOC(=O)C1CCN(C(=O)COC(=O)COc2ccc(Cl)cc2)CC1	-6%	24%	7%	2%	5%	28%
COc1ccc(C(C)=O)cc1Cn1nnc(-c2ccccc2Br)n1	-2%	-21%	4%	-28%	0%	25%
Cc1ccc(C)c(-n2cc(CNCCc3cnccn3)c(-c3ccccc3)n2)c1	?	-7%	-5%	15%	5%	7.4µM*
COCc1cc(C)nc2sc(C(=O)OC(C)C)c(N)c12	-18%	?	-9%	-2%	-10%	-106%
CCC(C)C(=O)Nc1cc(OC)c(OC)cc1C(=O)O (configuration not stated)	?	?	0%	-2%	3%	14%
Cc1cc(NS(=O)(=O)c2ccc(NC(=O)C(C)Oc3ccc(Cl)cc3)cc2)no1 (configuration not stated)	9%	-3%	1%	7%	-2%	31%[activator]
CC1=CC(C)(C)[N+](C)(C)c2ccccc21	139%[activator]	7%	1%	-7%	-7%	?
Cc1c(Cl)cccc1NC(=O)COc1ccc(S(=O)(=O)N2CCOCC2)cc1	.	9%	7%	0%	4%	-30%
O=C(CCCc1ccccc1)c1ccccc1	268%[activator]	-24%	-10%	2%	-15%	194%[activator]
CCC(C)(C(=O)NC1CCCC1)N(C(=O)c1cnccn1)c1c(C)n(C)n(-c2ccccc2)c1=O (configuration not stated)	24%	16%	6%	-3%	4%	20%
CCOc1ccccc1Nc1nnc(SCC(=O)Nc2ccc3[nH]c(=O)[nH]c3c2)s1	?	-23%	0%	2%	-6%	-22%
CN(CC(=O)Nc1cccc(S(=O)(=O)NC2=NCCCCC2)c1)Cc1ccc(C(C)(C)C)cc1	?	?	-5%	2%	7%	?
CN(Cc1cc(=O)[nH]c2ccccc12)C(=O)c1ccccc1	.	7%	-3%	1%	3%	16%
O=C(CCCCCN1C(=O)[C@@H]2Cc3ccccc3CN2C1=O)Nc1ccccc1F	?	?	2%	4%	3%	-20%
Cc1nn(-c2ccccc2)c2c1C(c1ccc(O)c(O)c1)N1C(=N2)C(Nc2ccccc2)=Nc2ccccc21 (configuration not stated)	10µM*	19%	4%	0%	2%	10µM*
CCn1c2c(c3cc(Cl)ccc31)CCCC2=O	?	?	12%	-14%	1%	.
O=C(CNC(=S)N(Cc1ccccc1F)C1CCCCC1)NCCCN1CCOCC1	?	-6%	-1%	-3%	-8%	8%
CCn1ncc(NC(=S)NCCc2ccc(OC)c(OC)c2)c1C(N)=O	2%	-7%	0%	9%	3%	8%
CSc1nc(-c2ccccc2)nc(N2CCOCC2)c1C(C)=O	17%	?	5%	10%	-1%	16%
COC(=O)c1cn(C(=O)c2cccs2)c2ccccc12	.	-18%	3%	-3%	5%	28%
Nc1c(N2CCN(c3ccccc3)CC2)c2ccccc2oc1=O	3%	2%	-1%	0%	-11%	-9%
CCc1ccc(NC(=O)Cn2cccc2)cc1	?	-1%	-2%	-3%	-1%	36%[activator]
COc1cc(C(=O)N/C(=C/c2ccc(F)cc2)C(=O)NC(C(=O)O)c2ccccc2)cc(OC)c1OC (configuration not stated)	?	8%	1%	-30%	5%	-7%[0.00184 µM]
Cc1csc(=O)n1CC(=O)OCC(=O)c1ccc(Br)cc1	22%	16%	.	-31%	-5%	-2%
O=C(N/N=C/c1cc(Br)c(O)c(Br)c1)c1cccc(C(F)(F)F)c1	?	31%[activator]	6%	1%	-4%	1%
Cc1ccccc1-c1nc(CS(=O)(=O)CC(=O)N2CCc3ccccc32)c(C)o1	?	10%	6%	-24%	-8%	-8%
COc1ccc(C(=O)n2nc(-c3ccc(C)cc3)nc2N)cc1OC	.	10%	7%	-1%	8%	.
C=CCn1c(SCC(=O)Nc2ccc(N3CCOCC3)cc2)nnc1-c1ccncc1	-16%	-19%	-4%	-4%	0%	-6%
CCN(CC)C(=O)c1cc2c(=O)c3cc(F)ccc3oc2nc1C	23%	?	-1%	.	1%	51%[activator]
CCCc1nc(SCC(=O)N2CCCC2)c2ccccc2n1	-3%	-2%	-2%	9%	4%	-17%
Cc1ccc(C2/C(=C(\O)c3ccc4c(c3)OCCO4)C(=O)C(=O)N2Cc2cccnc2)cc1 (configuration not stated)	14%	3%	1%	1%	1%	6%
O=S(=O)(/N=C(/Nc1ccccc1F)c1ccccc1)c1ccccc1	22%	-11%	-3%	5%	0%	.
C=CCNc1nc(N)c([N+](=O)[O-])c(N2CCCCCC2)n1	-2%	?	0%	0%	-2%	-10%
CC(C)N(Cc1nc(-c2ccccc2)no1)C(=O)CN1C(=O)c2ccccc2C1=O	-8%	-5%	5%	-6%	1%	?
O=C(N/N=C/c1cccc([N+](=O)[O-])c1)c1c[nH]c2ccccc12	-14%	-7%	1%	2%	5%	-12%
COc1ccc(CN2CCN(Cc3cccc4nonc34)CC2CCO)c(C)c1C (configuration not stated)	18%	0%	1%	-12%	0%	?
Cc1cc([N+](=O)[O-])nn1CCCC(=O)Nc1ccc(Cl)cc1Cl	39%[activator]	-13%	3%	9%	-21%	-10%
Cc1ccc2c(C(=O)CN3CCCC(C)C3)c(C)[nH]c2c1 (configuration not stated)	1%	?	2%	35µM*	-4%	-9%
Cc1[nH]n(-c2ccccc2)c(=O)c1C(=O)Nc1ccccc1	4%	1%	2%	4%	0%	45%[activator]
COc1ccccc1CNC(=S)NC1CCCCC1	?	-27%	7%	-8%	-5%	-25%
CCC(=O)N1CCN(c2ccc(NC(=O)c3ccc(N4CCOCC4)c([N+](=O)[O-])c3)cc2)CC1	9%	-22%	0%	-2%	-9%	?
O=C(NNc1nc2c(F)cccc2s1)c1ccc(F)cc1	?	-10%	1%	-2%	-10%	?
Oc1ccccc1C=NC1CCCCC1N=Cc1ccccc1O (configuration not stated)	-6%	23%	-11%	1%	-4%	-6%
O=C(COc1ccc(-n2ccnc2)cc1)Nc1cccc(Cl)c1	?	?	0%	16%	-8%	-21%
COc1cccc(C(=O)Nc2ccccc2C(=O)NC2CC2)c1	?	?	-7%	-5%	11%	2%
CN(C(=O)COC(=O)CNC(=O)C1CCCCC1)c1ccccc1	0%	-10%	.	?	0%	-12%
CC(=O)c1ccc(Nc2ccc(-c3ccccc3C)nn2)cc1	10%	-9%	-6%	.	1%	-8%

Looked up by structure from the entries so far:
SMILES	Pf growth 96h	HCV inh	LmPK inh	Sm TGR block	Tb PYK inh	Pf growth 48h
Cc1cccc2cc(C(c3nnnn3Cc3ccccc3)N3CCN(C)CC3)c(=O)[nH]c12 (configuration not stated)	?	10%	0%	5%	-1%	-25%
CCC(=O)N1CCN(c2ccc(NC(=O)c3ccc(N4CCOCC4)c([N+](=O)[O-])c3)cc2)CC1	9%	-22%	0%	-2%	-9%	?
Oc1ccccc1C=NC1CCCCC1N=Cc1ccccc1O (configuration not stated)	-6%	23%	-11%	1%	-4%	-6%

Next part
SMILES	Pf growth 96h	HCV inh	LmPK inh	Sm TGR block	Tb PYK inh	Pf growth 48h
O=C(CCCn1c(=O)[nH]c2cc(Cl)ccc2c1=O)N1CCN(c2ccc([N+](=O)[O-])cc2)CC1	?	-4%	2%	4%	2%	-9%
COc1ccc(/C=N/OCC(=O)NC(c2ccccc2)c2ccccc2)c(OC)c1	?	?	0%	0%	7%	?
O=C(N/N=C1/CCCc2ccccc21)c1cc([N+](=O)[O-])cc([N+](=O)[O-])c1	0%	.	0%	-14%	.	212%[activator]
Cc1cc(C)n(Cc2ccccc2)c(=O)c1S(=O)(=O)c1ccccc1	6%	3%	1%	6%	-16%	-4%
Clc1ccc(-c2nnc(N3CCOCC3)o2)cc1	41%[activator]	4%	-1%	5%	2%	77%[activator]
Cc1cccc(C)c1NC(=O)CNC(=O)CCC(=O)N1CCOCC1	2%	0%	.	-9%	5%	-5%
CC(=O)Nc1nc2c(ccc3ccccc32)s1	10µM*	?	1%	-27%	-1%	47%[activator]
N/C(Cc1cccs1)=N\OC(=O)COc1ccc(Br)cc1	.	0%	0%	25%	-2%	16%
O=C(C[n+]1cc(Br)cc2ccccc21)c1ccccc1	3%	4%	0%	-22%	3%	-14%
CC(=O)N1c2ccc(S(=O)(=O)N3CCCCC3)cc2CC1C(=O)NCc1ccccc1C (configuration not stated)	?	-8%	-8%	3%	0%	-11%
Cc1ccccc1C(=O)NNC(=O)C1CC(=O)N(c2ccc3c(c2)OCCO3)C1 (configuration not stated)	16%	32%[activator]	.	-2%	-7%	-10%
COc1ccc(NC(=O)CS(=O)CC(=O)Nc2ccc(NC(C)=O)cc2)cc1 (configuration not stated)	?	11%	0%	-1%	-4%	8%

Another view of 7 compounds above:
Fields – Pf growth 96h	HCV inh	LmPK inh	Sm TGR block	Tb PYK inh	Pf growth 48h
Cc1cccc(C)c1NC(=O)CNC(=O)CCC(=O)N1CCOCC1
  2%	0%	.	-9%	5%	-5%
Cc1ccccc1C(=O)NNC(=O)C1CC(=O)N(c2ccc3c(c2)OCCO3)C1 (configuration not stated)
  16%	32%[activator]	.	-2%	-7%	-10%
N/C(Cc1cccs1)=N\OC(=O)COc1ccc(Br)cc1
  .	0%	0%	25%	-2%	16%
O=C(N/N=C1/CCCc2ccccc21)c1cc([N+](=O)[O-])cc([N+](=O)[O-])c1
  0%	.	0%	-14%	.	212%[activator]
Cc1cc(C)n(Cc2ccccc2)c(=O)c1S(=O)(=O)c1ccccc1
  6%	3%	1%	6%	-16%	-4%
O=C(C[n+]1cc(Br)cc2ccccc21)c1ccccc1
  3%	4%	0%	-22%	3%	-14%
COc1ccc(NC(=O)CS(=O)CC(=O)Nc2ccc(NC(C)=O)cc2)cc1 (configuration not stated)
  ?	11%	0%	-1%	-4%	8%

Random draw from the library. Share with any hit: about 16%.
